Assay outcomes deposited in PubChem BioAssay by several laboratories.
M5 ag = agonists of human muscarinic M5 receptor (CHRM5). P08912. CHO-K1 hM5 cells, Fluo-8 calcium fluorescence; 0% DMSO wells, 100% maximal acetylcholine response. activation, % at 3 µM. 360,000 tested, 0.19% active;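 active = activation above the run's mean over test compounds plus 3 SD, cut at about 23% in these data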;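 note: signal is peak over basal fluorescence ratio across the kinetic read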
M4 PAM = potentiates acetylcholine response at human M4 receptor; 360,000 tested, 0.4% active; activation, % at 3 µM; CHO-K1 hM4/Gqi5, Fluo-8 calcium fluorescence, ACh EC20; 0% = ACh EC20, 100% = maximal ACh;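 active = activation above its plate's cutoff, the mean activation of sample wells plus 3 SD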; note: some results filed as inactive read as strong as hits
CHRM5 PAM = CHRM5 positive allosteric modulation; 360,000 tested, 0.3% active; CHO-K1 hM5, Fluo-8 calcium, ACh EC20 PAM; 0% = ACh EC20, 100% = ACh EC100; activation, % at 3 µM; P08912;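 active = activation above the run cutoff, the mean activation of all test compounds plus 3 SD, cut at about 18% in these data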
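Assay system: CHO-K1 hM5 cells. Also added: acetylcholine at EC20 concentration, added after compound. Dosing: 3 µM, single dose. Times: compound preincubation 140 s before EC20 acetylcholine addition. Signal: Fluo-8 calcium fluorescence. Measure: % activation relative to EC20 and EC100 ACh responses. Repeats: singlicate, one well per test compound.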
CRFBP-R2 block = CRF-BP/CRF-R2 complex antagonism | HEK293 CRF-R2/CRF-BP, CRF-induced calcium fluorescence | inhibition, % at 11.8 µM | 350,000 tested, 0.59% active;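 active = inhibition of the ligand-induced calcium signal above about 50% at the single tested concentration, limit read from the data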
IDE inh = inhibits human insulin-degrading enzyme in HEK cells; AID 434962; 320,000 tested, 0.41% active; inhibition, % at 5.59 µM; FAbetaB cleavage, fluorescence polarization;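 active = percent inhibition above the average of all tested compounds plus 3 SD, set per screening campaign, cut at about 16% in these data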;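 note: IDE supplied by intact live HEK cells; FP after avidin binding of uncleaved biotin substrate so inhibition keeps polarization high; 0% = DMSO wells and 100% = 60 µM reference IDE inhibitor Ii1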
Target sequence (P14735 whole entry, looked up): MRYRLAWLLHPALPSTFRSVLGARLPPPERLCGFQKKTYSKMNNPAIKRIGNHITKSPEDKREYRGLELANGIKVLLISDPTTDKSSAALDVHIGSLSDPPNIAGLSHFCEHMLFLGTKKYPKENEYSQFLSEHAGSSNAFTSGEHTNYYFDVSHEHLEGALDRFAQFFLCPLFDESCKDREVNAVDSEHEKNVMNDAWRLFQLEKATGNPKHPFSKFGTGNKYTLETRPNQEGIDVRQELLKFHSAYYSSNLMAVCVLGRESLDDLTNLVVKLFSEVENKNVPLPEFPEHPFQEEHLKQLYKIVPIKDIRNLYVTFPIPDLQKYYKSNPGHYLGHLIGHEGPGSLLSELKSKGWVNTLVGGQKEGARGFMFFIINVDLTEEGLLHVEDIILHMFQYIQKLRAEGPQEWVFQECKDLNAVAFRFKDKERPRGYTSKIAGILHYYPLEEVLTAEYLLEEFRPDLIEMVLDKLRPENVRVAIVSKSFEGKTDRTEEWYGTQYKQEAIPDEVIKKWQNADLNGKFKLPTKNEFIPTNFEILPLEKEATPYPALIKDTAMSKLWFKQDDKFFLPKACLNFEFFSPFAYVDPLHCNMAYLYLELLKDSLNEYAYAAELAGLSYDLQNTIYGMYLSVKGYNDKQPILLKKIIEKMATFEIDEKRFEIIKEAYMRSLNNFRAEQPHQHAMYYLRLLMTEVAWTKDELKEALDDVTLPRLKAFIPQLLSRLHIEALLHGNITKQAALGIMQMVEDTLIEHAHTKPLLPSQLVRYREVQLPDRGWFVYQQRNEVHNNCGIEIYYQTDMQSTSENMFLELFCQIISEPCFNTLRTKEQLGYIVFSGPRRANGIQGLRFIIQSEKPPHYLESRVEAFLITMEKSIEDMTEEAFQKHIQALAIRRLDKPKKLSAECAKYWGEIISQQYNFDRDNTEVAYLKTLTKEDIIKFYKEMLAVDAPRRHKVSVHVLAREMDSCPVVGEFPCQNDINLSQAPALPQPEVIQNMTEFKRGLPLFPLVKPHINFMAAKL
CHRM5 antagonist = blocks acetylcholine activation of human M5 receptor; CHO-hM5 cells, Fluo-8 calcium fluorescence, ACh EC80; inhibition, % at 3 µM; 360,000 tested, 0.59% active; AID 624040;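 active = inhibition above a per-plate cutoff, the mean of that plate's test compounds plus 3 SD, cut at about 27% in these data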;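 note: 0% = acetylcholine EC80 with DMSO and 100% = DMSO without agonist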
CRFBP-R2 agonist = CRF-BP/CRF-R2 complex agonism. HEK293 CRF-R2/CRF-BP, calcium dye fluorescence (FLIPR); percent of saturating CRF peptide response. activation, % at 13.2 µM. 350,000 tested, 0.46% active;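 active = activation of at least 50%, plus an integration ratio under a set limit after plate pattern correction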;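 note: plate controls were neutral control wells without compound for no effect and CRF at EC100 for full effect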
CHRM4 antagonist = blocks acetylcholine activation of human M4 receptor; inhibition, % at 3 µM; 360,000 tested, 0.73% active; CHO-hM4 cells, ACh EC80, Fluo-8 calcium fluorescence; AID 624125; P08173;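 active = inhibition above its plate's cutoff, the mean inhibition of sample wells plus 3 SD, cut at about 27% in these data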;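 note: 0% = acetylcholine EC80 with DMSO and 100% = DMSO without agonist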
M4 ag = CHRM4 agonism in calcium assay. CHO-K1 hM4/Gqi5, Fluo-8 calcium fluorescence; vehicle 0%, full acetylcholine response 100%. activation, % at 3 µM. 360,000 tested, 0.14% active. AID 624127. P08173;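 active = activation above the run mean over all test wells plus 3 SD, cut at about 32% in these data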;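 note: peak over basal fluorescence ratio per well then scaled between controls; 0% = DMSO wells and 100% = acetylcholine at EC100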
Numbers without * were called inactive. The order is random; any-hit rate near 2.9%.

For CCN1CCN(C(=O)c2ccccc2N(C)S(=O)(=O)c2ccc(C)cc2)CC1 the results were M5 ag -14.6, M4 PAM -0.9, CHRM5 PAM -9.5, CRFBP-R2 block 3.1, IDE inh -0.1, CHRM5 antagonist 3.3, CRFBP-R2 agonist 0.3, CHRM4 antagonist 0.2 and M4 ag -0.1.
CO[C@@H]1CN(C)C(=O)c2ccc(NC(=O)c3ccccc3F)cc2OC[C@@H](C)N(CC2CCOCC2)C[C@@H]1C was read as M5 ag -0.9, M4 PAM 12.9, CHRM5 PAM -4.8, CHRM5 antagonist -0.7, CHRM4 antagonist -13.4 and M4 ag 2.5.
Screening O=C1CCCN1c1ccc(S(=O)(=O)Nc2cccnc2)cc1 returned M5 ag -8.4, M4 PAM 5.9, CHRM5 PAM 1.0, CRFBP-R2 block -8.4, IDE inh -0.1, CHRM5 antagonist -9.0, CRFBP-R2 agonist 1.0, CHRM4 antagonist 3.0 and M4 ag 1.3.
CC(Cc1ccccc1)NC(=O)CN1C(=O)c2ccccc2S1(=O)=O (configuration not stated) was read as M5 ag 0.1, M4 PAM 3.2, CHRM5 PAM -3.0, CRFBP-R2 block -4.0, IDE inh 0.2, CHRM5 antagonist 4.2, CRFBP-R2 agonist -2.8, CHRM4 antagonist -2.8 and M4 ag 0.9.
For C=CCNC(=O)c1onc(CS(=O)(=O)c2cc(C)cc(C)c2)c1C(=O)NCC=C the results were M5 ag 0.3, M4 PAM 8.6, CHRM5 PAM 3.3, CRFBP-R2 block -3.0, IDE inh 4.1, CHRM5 antagonist 9.5, CRFBP-R2 agonist -0.9, CHRM4 antagonist -16.7 and M4 ag 4.0.
O=c1[nH]n(-c2ccccc2Cl)c(=O)c2ccccc12 was read as M5 ag -4.1, M4 PAM 5.9, CHRM5 PAM 2.4, CRFBP-R2 block 1.8, IDE inh 1.0, CHRM5 antagonist 5.2, CRFBP-R2 agonist -2.0, CHRM4 antagonist -9.8 and M4 ag 1.2.
For CC(/C=N/NC(=O)CNc1n[nH]c(=O)[nH]c1=O)c1ccccc1 (configuration not stated) the results were M5 ag -0.6, M4 PAM -5.9, CHRM5 PAM -7.6, CRFBP-R2 block -0.3, IDE inh -1.5, CHRM5 antagonist 16.5, CRFBP-R2 agonist 0.9, CHRM4 antagonist 8.9 and M4 ag 0.0.
NC(=S)N=Nc1c(O)n(CCCl)c2ccccc12 was read as M5 ag 4.4, M4 PAM -13.3, CHRM5 PAM -13.7, CRFBP-R2 block 25.5, IDE inh 4.5, CHRM5 antagonist 10.1, CRFBP-R2 agonist -0.6, CHRM4 antagonist 6.8 and M4 ag 22.3.
CC(C)CNc1cc(N2CCCC2)ccc1[N+](=O)[O-] was read as M5 ag -4.5, M4 PAM 4.7, CHRM5 PAM 8.3, CRFBP-R2 block 22.6, IDE inh 2.0, CHRM5 antagonist -6.1, CRFBP-R2 agonist 1.1, CHRM4 antagonist 7.2 and M4 ag -2.5.
For CN(Cc1ccccc1)C(NC(=O)c1ccco1)C(Cl)(Cl)Cl (configuration not stated) the results were M5 ag -4.8, M4 PAM 2.2, CHRM5 PAM -5.0, CRFBP-R2 block 9.7, IDE inh 4.0, CHRM5 antagonist -0.4, CRFBP-R2 agonist -1.2, CHRM4 antagonist -4.2 and M4 ag 0.5.
C/C(=N/NC(=O)c1ccco1)c1ccc(NC(=O)c2ccc(F)cc2)cc1 was read as M5 ag -3.2, M4 PAM -7.2, CHRM5 PAM -3.8, CRFBP-R2 block -5.9, IDE inh 11.4, CHRM5 antagonist 10.8, CRFBP-R2 agonist -1.2, CHRM4 antagonist 2.0 and M4 ag 0.2.
`NC(=O)C1(N2CCCCC2)CCN(c2nc(-c3ccc(Br)cc3)cs2)CC1` gave M5 ag 2.2, M4 PAM 16.6, CHRM5 PAM -3.6, CRFBP-R2 block -25.9, IDE inh -0.4, CHRM5 antagonist 0.4, CRFBP-R2 agonist -0.3, CHRM4 antagonist 1.2 and M4 ag 4.0.
For N/C(=N\N=C\c1ccc(Br)o1)c1nonc1N the results were M5 ag -0.2, M4 PAM 3.9, CHRM5 PAM 4.2, CRFBP-R2 block 7.4, IDE inh 3.3, CHRM5 antagonist 1.9, CRFBP-R2 agonist -0.1, CHRM4 antagonist -12.3 and M4 ag 0.7.
O=C(OCc1ccccc1)C1=NNC2C(=O)N(Cc3ccccc3)C(=O)C12 (configuration not stated) was read as M5 ag 1.7, M4 PAM -2.3, CHRM5 PAM 0.3, CRFBP-R2 block -1.3, IDE inh 3.6, CHRM5 antagonist -1.1, CRFBP-R2 agonist -2.0, CHRM4 antagonist -4.3 and M4 ag 3.6.
Screening O=C(Nc1ccc(-c2ccc([N+](=O)[O-])cc2)cc1)c1ccccc1F returned M5 ag 3.5, M4 PAM -6.0, CHRM5 PAM 1.4, CRFBP-R2 block -8.5, IDE inh 0.7, CHRM5 antagonist 0.4, CRFBP-R2 agonist -1.6, CHRM4 antagonist 0.4 and M4 ag 1.8.
CN1CCC(NCCC(c2ccc(F)cc2)c2ccc(Cl)cc2)CC1 (configuration not stated) was read as M5 ag -0.1, M4 PAM -4.3, CHRM5 PAM 1.6, CRFBP-R2 block -11.7, CHRM5 antagonist 15.5, CRFBP-R2 agonist 0.8, CHRM4 antagonist -1.6 and M4 ag 6.7.
Screening COc1ccc(CNC(=O)C(C)OC(=O)c2cccc(N(C)C)c2)cc1 (configuration not stated) returned M5 ag -1.1, M4 PAM 0.2, CHRM5 PAM -6.7, CRFBP-R2 block 11.7, IDE inh -2.1, CHRM5 antagonist 8.8, CRFBP-R2 agonist -1.6, CHRM4 antagonist -4.5 and M4 ag 3.1.
`Cc1cc2cc(C)c(NCCNC(=O)c3cccc(F)c3)nc2cc1C` gave M5 ag -2.8, M4 PAM 3.5, CHRM5 PAM -0.3, CRFBP-R2 block -16.1, IDE inh 0.7, CHRM5 antagonist -1.9, CRFBP-R2 agonist 0.5, CHRM4 antagonist 3.9 and M4 ag 2.7.
CC(C)Cn1c(=O)c2c(nc3n2CCS3)n(C)c1=O was read as M5 ag 0.1, M4 PAM 5.8, CHRM5 PAM 0.7, CRFBP-R2 block 8.7, IDE inh -4.4, CHRM5 antagonist 0.7, CRFBP-R2 agonist -0.1, CHRM4 antagonist -9.8 and M4 ag 0.8.
For CCOc1ccc(CCNC(=O)CN(C)S(=O)(=O)c2cccs2)cc1OCC the results were M5 ag 1.3, M4 PAM 0.3, CHRM5 PAM -0.7, CRFBP-R2 block -7.0, IDE inh -4.4, CHRM5 antagonist -2.2, CRFBP-R2 agonist -2.3, CHRM4 antagonist -3.3 and M4 ag 4.1.
Cc1nonc1CC(=O)N1CCc2c([nH]c3ccccc23)C1c1ccccc1F (configuration not stated) was read as M5 ag -1.8, M4 PAM -5.4, CHRM5 PAM -6.9, CRFBP-R2 block -21.3, IDE inh -4.5, CHRM5 antagonist -3.3, CRFBP-R2 agonist 0.9, CHRM4 antagonist -4.2 and M4 ag 3.9.
c1ccc(-n2c(Cc3cn4ccsc4n3)nnc2N2CCOCC2)cc1 was read as M5 ag 1.0, M4 PAM 0.1, CHRM5 PAM -2.5, CRFBP-R2 block -3.8, IDE inh -4.6, CHRM5 antagonist -1.4, CRFBP-R2 agonist 0.2, CHRM4 antagonist 11.2 and M4 ag 2.3.
`O=C(c1ccc(Cl)c(Cl)c1)N1CCN(c2ccccn2)CC1` gave M5 ag -0.2, M4 PAM -4.7, CHRM5 PAM -8.3, CRFBP-R2 block 5.2, CHRM5 antagonist 3.5, CRFBP-R2 agonist -4.5, CHRM4 antagonist 3.3 and M4 ag 3.7.
`COc1ccc(Cl)cc1NC(=O)c1ccccc1C` gave M5 ag -7.7, M4 PAM 2.2, CHRM5 PAM 8.1, CRFBP-R2 block 37.2, IDE inh 1.0, CHRM5 antagonist -4.9, CRFBP-R2 agonist -1.5, CHRM4 antagonist -10.6 and M4 ag -1.4.
O=C1NC[C@@H](Cc2cccc3ccccc23)N(CC2(c3ccccc3)CC2)C1=O was read as M5 ag -1.1, M4 PAM 17.3, CHRM5 PAM 1.7, CRFBP-R2 block -16.6, IDE inh 0.9, CHRM5 antagonist 8.6, CRFBP-R2 agonist -1.2, CHRM4 antagonist 11.5 and M4 ag 1.6.
Screening O=C(C(Br)=Cc1ccccc1)c1ccccc1 returned M5 ag -0.7, M4 PAM 3.3, CHRM5 PAM -2.4, CRFBP-R2 block -14.0, CHRM5 antagonist 19.3, CRFBP-R2 agonist -5.5, CHRM4 antagonist 4.1 and M4 ag -1.1.
`O=C(NCCc1ccc(F)cc1)C1CCCO1` (configuration not stated) gave M5 ag 0.7, M4 PAM -1.7, CHRM5 PAM -5.8, CRFBP-R2 block -7.5, IDE inh -4.7, CHRM5 antagonist 6.8, CRFBP-R2 agonist -1.4, CHRM4 antagonist 4.8 and M4 ag 0.6.
Screening CCOC(=O)N1CCN(CC(O)COCc2ccc(OC)c(OC)c2)CC1 (configuration not stated) returned M5 ag -2.8, M4 PAM 1.7, CHRM5 PAM 2.2, CRFBP-R2 block 17.3, IDE inh -3.3, CHRM5 antagonist 2.6, CRFBP-R2 agonist 1.1, CHRM4 antagonist 5.2 and M4 ag 1.4.
O=C(Cc1c[nH]c2ccccc12)NCc1ccncc1 was read as M5 ag -6.5, M4 PAM 5.4, CHRM5 PAM -4.9, CRFBP-R2 block -3.6, IDE inh 7.3, CHRM5 antagonist 4.5, CRFBP-R2 agonist -0.9, CHRM4 antagonist -5.9 and M4 ag 0.3.
Cc1c(NC(=O)c2ccc(Br)o2)c(=O)n(-c2ccccc2)n1C was read as M5 ag -1.2, M4 PAM -0.6, CHRM5 PAM 4.3, CRFBP-R2 block 2.5, IDE inh 6.1, CHRM5 antagonist -8.6, CRFBP-R2 agonist -0.4, CHRM4 antagonist 9.8 and M4 ag 0.1.
`COc1ccc(C(=O)Nc2nc(CC(=O)NCc3c(F)cccc3F)cs2)cc1` gave M5 ag 6.5, M4 PAM -11.2, CHRM5 PAM -12.5, CRFBP-R2 block 3.1, CHRM5 antagonist 7.5, CRFBP-R2 agonist -0.6, CHRM4 antagonist -1.4 and M4 ag 23.0.
For Cc1ccc(C(=O)Oc2ccc3c(c2)ncn3C)cc1 the results were M5 ag -2.4, M4 PAM -0.9, CHRM5 PAM 2.0, CRFBP-R2 block 4.2, IDE inh 4.2, CHRM5 antagonist -3.9, CRFBP-R2 agonist 0.0, CHRM4 antagonist 8.8 and M4 ag 1.1.
For CC1Cc2ccccc2C(CCc2ccccc2)=N1 (configuration not stated) the results were M5 ag -6.7, M4 PAM -0.3, CHRM5 PAM 1.6, CRFBP-R2 block 4.2, IDE inh 5.2, CHRM5 antagonist 3.8, CRFBP-R2 agonist -1.2, CHRM4 antagonist -3.1 and M4 ag 2.4.
CCOc1cc(C(=O)N(C)CC(=O)Nc2cccc3ccccc23)ccc1OC was read as M5 ag 1.2, M4 PAM 1.3, CHRM5 PAM -3.3, CRFBP-R2 block 2.2, IDE inh 3.3, CHRM5 antagonist 3.1, CRFBP-R2 agonist -1.0, CHRM4 antagonist -5.2 and M4 ag 0.7.
